Screening results (PubChem BioAssay)
HTR5A ag ctr – HTR5A agonists in luminescence cell assay, primary screen, counter-screen for OPRM1-OPRD1 heterodimer agonist project, full-deck HTS | hit rate 0.61% among 340,000 | cell-based | AID 504692, 2011 | activation, % at 9.3 µM | 5-hydroxytryptamine receptor 5A (Homo sapiens), P47898; in the data active = activation mostly above about 9.5%, no sharp cut-off; inactive = mostly below about 7.6%;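 also: 0% = cells with vehicle only and 100% = reference agonist; strong numbers were not always called active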
NSD2 inh – NSD2 histone methyltransferase inhibitors, primary screen, biochemical, AlphaScreen, single concentration, set 2; Histone-lysine N-methyltransferase NSD2 (Homo sapiens), O96028; NSD2 peptide methylation, 120 min; inhibition, % at 12.5 µM; hit rate 0.54% among 310,000; AID 743445, 2014; in the data active = inhibition above about 50%
Target sequence (O96028 whole entry, looked up): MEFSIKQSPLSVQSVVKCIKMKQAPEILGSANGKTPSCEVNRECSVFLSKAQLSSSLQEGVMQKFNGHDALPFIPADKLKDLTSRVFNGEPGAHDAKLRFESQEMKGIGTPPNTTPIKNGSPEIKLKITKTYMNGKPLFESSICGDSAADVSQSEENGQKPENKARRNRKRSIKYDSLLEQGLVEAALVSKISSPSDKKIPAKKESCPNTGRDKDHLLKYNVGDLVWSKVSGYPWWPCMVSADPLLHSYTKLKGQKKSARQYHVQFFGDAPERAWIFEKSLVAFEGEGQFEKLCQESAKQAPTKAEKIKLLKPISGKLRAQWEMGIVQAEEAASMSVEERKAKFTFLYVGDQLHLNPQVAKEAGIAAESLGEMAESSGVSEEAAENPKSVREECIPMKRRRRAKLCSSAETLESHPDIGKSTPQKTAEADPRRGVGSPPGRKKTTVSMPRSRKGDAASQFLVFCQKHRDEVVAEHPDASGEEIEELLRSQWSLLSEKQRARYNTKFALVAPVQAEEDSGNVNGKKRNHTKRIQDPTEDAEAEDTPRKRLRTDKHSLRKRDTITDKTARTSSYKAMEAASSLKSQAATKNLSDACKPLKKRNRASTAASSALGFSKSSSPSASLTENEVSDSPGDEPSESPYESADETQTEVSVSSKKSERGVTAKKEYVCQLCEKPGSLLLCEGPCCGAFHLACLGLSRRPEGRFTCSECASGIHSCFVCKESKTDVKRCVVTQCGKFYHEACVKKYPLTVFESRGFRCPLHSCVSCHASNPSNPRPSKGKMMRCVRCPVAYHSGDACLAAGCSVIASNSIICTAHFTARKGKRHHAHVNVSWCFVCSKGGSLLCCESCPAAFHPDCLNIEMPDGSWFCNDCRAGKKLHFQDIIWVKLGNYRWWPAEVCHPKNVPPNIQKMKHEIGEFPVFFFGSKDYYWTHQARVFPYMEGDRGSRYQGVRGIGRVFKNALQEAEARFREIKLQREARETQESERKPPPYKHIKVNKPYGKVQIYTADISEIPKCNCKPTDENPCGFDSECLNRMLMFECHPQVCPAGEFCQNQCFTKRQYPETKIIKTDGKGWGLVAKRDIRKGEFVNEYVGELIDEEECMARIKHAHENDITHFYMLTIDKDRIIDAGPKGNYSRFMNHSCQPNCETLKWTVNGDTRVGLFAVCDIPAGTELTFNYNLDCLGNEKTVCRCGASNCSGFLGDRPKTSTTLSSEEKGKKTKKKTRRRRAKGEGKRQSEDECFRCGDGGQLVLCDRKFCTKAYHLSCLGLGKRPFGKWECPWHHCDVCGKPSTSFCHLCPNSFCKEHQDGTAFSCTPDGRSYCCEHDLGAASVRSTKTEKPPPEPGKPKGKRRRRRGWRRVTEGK
Wnt act – Wnt/beta-catenin pathway activators, primary screen, cell-based, plate reader, single point; Wnt/beta-catenin reporter cell assay, activator; activation, % at 9.35 µM; hit rate 1.2% among 300,000; in the data active = activation above about 30%, passing the limit was not always enough;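 also: 0% = neutral control wells and 100% = positive control wells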
SR-BI HDL uptake – inhibitors of SR-BI mediated HDL lipid uptake, primary screen, ldlA[mSR-BI] cells, fluorescence, single point. hit rate 0.96% among 320,000. ldlA[mSR-BI] CHO cells, DiI-HDL uptake fluorescence, 3 h. inhibition, % at 12.5 µM. Scavenger receptor class B member 1 (Mus musculus), Q61009;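 active = mean replicate inhibition of at least 70% and a set share of replicates each scoring 70 or more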;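 also: 0% = median of neutral control wells and 100% = median of positive control wells; values of inactives mirror those of a sister screen read the other way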
MITF act – activators of MITF-driven TRPM1 promoter reporter, primary screen, cell-based, SK-MEL-5, luciferase, single point; hit rate 0.75% among 300,000; AID 588334, 2011; SK-MEL-5 TRPM1-promoter luciferase, 24 h; % of positive control, neutral wells = 0; activation, % at 12.5 µM;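 active = mean activation of at least 80% with every replicate also reaching 80%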;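 also: 0% = neutral control wells and 100% = parthenolide positive control wells; values of inactives mirror those of a sister screen read the other way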
CDK5 inh – inhibitors of human CDK5/p35 kinase, primary screen, biochemical, single concentration; AID 488839, 2010; hit rate 0.01% among 330,000; inhibition, % at 10 µM; Recombinant CDK5/p35, ADP-Glo luminescence, 60 min; Cyclin-dependent kinase 5 (Homo sapiens) + Cyclin-dependent kinase 5 activator 1 (Homo …;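 active = highest replicate inhibition of at least 50% and at least 75% of replicates reaching 50%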;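 also: plate controls were DMSO neutral control for no effect and GW8510 at 10 µM for full effect; many of its hits are not listed in these tables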
dFosB activator – activators of delta FosB homodimer, primary screen, biochemical, fluorescence polarization, TAMRA-CDK5 oligo, single point. Protein FosB (Mus musculus), P13346. purified delta FosB; percent of positive-control signal above neutral wells. activation, % at 25 µM. hit rate 0.99% among 340,000;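 active = mean activation above about 17%, with every replicate also reaching it, limit read from the data, passing the limit was not always enough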;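 also: fluorescence polarization rise as delta FosB binds a TAMRA Cdk5 AP-1 oligo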
V-ATPase pH – regulators of yeast V-ATPase proton pumping, primary screen, pHLuorin cytosolic pH fluorescence. S. cerevisiae. response, % at 10 µM. hit rate 0.37% among 350,000. AID 504577, 2011; in the data active = response mostly above about 7.3%, no sharp cut-off; inactive = mostly below about 5.4%; also: actives read high; inactives centre near 0; some compounds called inactive have numbers as strong as hits; reference of the scale not given here
HTR5A inv ag – HTR5A inverse agonists in luminescence cell assay, primary screen, counter-screen for OPRM1-OPRD1 heterodimer inverse agonist project, full-deck HTS | HTR5A cell line, inverse agonism | inhibition, % at 9.3 µM | hit rate 0.083% among 340,000 | AID 504634, 2011 | 5-hydroxytryptamine receptor 5A (Homo sapiens), P47898; in the data active = inhibition mostly above about 23%, no sharp cut-off; inactive = mostly below about 18%;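 also: 0% = cells with DMSO and 100% = no-cell wells with DMSO; some compounds called inactive have numbers as strong as hits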
PvdQ acylase – P. aeruginosa PvdQ acylase inhibitors, primary screen, biochemical, fluorescence, plate reader and imaging, single point. PvdQ acylase [Pseudomonas aeruginosa LESB58]. purified PvdQ acylase. inhibition, % at 10 µM. hit rate 0.063% among 340,000; in the data active = inhibition above about 30%, passing the limit was not always enough;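 also: 0% = vehicle neutral wells and 100% = reference inhibitor wells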
Active calls of the source: *; nt = not tested or not shown.

Every second line gives: PvdQ acylase	MITF act	CDK5 inh	dFosB activator	HTR5A inv ag	SR-BI HDL uptake	HTR5A ag ctr	V-ATPase pH	Wnt act	NSD2 inh
1	CCCCN(C)C(=O)Cn1cnc2sc(C)cc2c1=O
→ -2.4	6.4	-0.7	6.4	4.3	-16.2	-0.9	-0.3	nt	-1.4
2	CC1(C)C(c2ccccn2)=[N+]([O-])C(C)(C)N1O
→ -5.5	-0.8	-1.0	0.5	-7.8	-3.5	-1.7	1.4	nt	-2.3
3	CCN(CC(=O)Nc1ccccc1OC)CC(=O)Nc1ccccc1C(F)(F)F
→ -12.2	0.8	1.3	-8.8	22.9	21.1	-3.9	-2.8	-2.6	-1.7
4	Nc1nc2ccc(NC(=O)c3ccco3)cc2s1
→ -5.7	44.0	-3.5	-8.9	-6.4	-15.6	2.4	-2.9	16.9	-4.4
5	COc1cc(NC(=O)c2ccc3c(c2)OCCO3)ccc1NC(=O)c1ccccc1Cl
→ -13.7	-6.4	1.3	3.3	-6.2	88.5*	-0.3	-0.8	0.0	-0.8
6	CC(=O)NCc1ccc(C(=O)CCl)cc1
→ 9.4	-28.2	1.4	-0.1	-33.8	-3.2	4.4	0.1	-0.5	-2.4
7	COc1ccc(NC(=O)CN(C)C(=O)c2ccc(-c3cccc(C(F)(F)F)c3)o2)cc1
→ -7.5	9.2	1.4	-21.0	2.2	-18.0	2.0	-0.4	1.3	0.2
8	Cc1cc2[nH]c(=O)c(=O)[nH]c2cc1S(=O)(=O)Nc1cccc(Cl)c1
→ -1.3	10.9	0.9	-2.5	7.1	-3.3	4.8	-19.4	-1.7	-0.5
9	COc1cccc(/C=N/Nc2snc(SC)c2C#N)c1
→ 9.7	26.1	2.3	-2.8	-18.7	26.4	4.2	7.7	nt	9.2
10	CC(=O)Nc1cccc(-c2csc(Nc3ccc(Cl)cn3)n2)c1
→ -10.0	65.6	0.5	-6.0	7.3	59.8	-1.1	1.9	13.7	-1.1
11	COc1cc(NC2CCCCC2O)c2nc(-c3ccc(Cl)cc3)ccc2c1 (centres undefined)
→ -5.1	10.7	0.0	-8.4	-17.3	80.1*	4.9	-2.6	3.7	2.4
12	O/N=C/c1cn(-c2ccccc2)nn1
→ -18.3	6.6	0.9	-16.0	9.6	-15.7	-3.7	-4.2	2.1	-1.9
13	O=c1cc(S(=O)(=O)Cc2ccccc2)[nH]c(=O)[nH]1
→ -3.0	3.5	-0.6	4.6	-10.1	4.8	2.6	5.2	-0.4	-1.0
14	CCc1cc(CNC(=O)C2CCC(=O)N(Cc3cccc(F)c3)C2)on1 (centres undefined)
→ -19.4	-9.9	0.8	2.2	11.8	-5.0	-2.5	1.7	-2.5	-3.9
15	COc1ccc(Cl)cc1NC(=O)CCN1CCN(C)CC1
→ 5.7	nt	0.0	2.5	5.8	-33.2	5.0	10.7	-1.3	0.4
16	CCN(CC)c1ccc(N2C(=NC(=O)C3CCCO3)SC3CS(=O)(=O)CC32)cc1 (centres undefined)
→ -5.9	-4.1	nt	5.5	6.0	-14.0	-1.5	-0.2	-1.4	1.1
17	COc1cc(NCC(=O)Nc2cccc(S(=O)(=O)N3CCCCC3)c2)cc(OC)c1OC
→ 8.8	6.0	-0.1	-11.6	2.5	25.6	-2.3	2.4	-3.5	-3.6
18	Cc1nc2sc(C(=O)c3ccccc3)c(N)c2c2c1CCCC2
→ 7.2	49.9	0.9	-0.5	20.6	21.7	-4.1	-1.8	nt	-3.1
19	CC1(C)OC(=O)C(=CNc2ccccc2)C(=O)O1
→ -12.4	-2.9	0.3	-4.7	-11.8	-27.9	1.3	2.4	nt	-7.3
20	CCOC(=O)C(NC(=O)c1ccc(OC)cc1)(N1CCOCC1)C(F)(F)F (centres undefined)
→ -17.0	6.5	-0.7	4.2	18.8	21.7	4.5	-1.0	nt	6.5
21	Cc1ccc[n+](C(C)C(=O)Nc2ccc(C)c([N+](=O)[O-])c2)c1 (centres undefined)
→ -13.3	nt	1.3	8.6	7.9	-12.9	2.5	5.4	-3.8	-1.0
22	Cc1ccc(Cl)cc1N1CCN(CC(O)COCc2ccco2)CC1 (centres undefined)
→ -7.7	1.9	1.4	-1.6	1.3	-3.8	-4.6	-6.6	nt	1.8
23	NCC[C@H](O)C(=O)N[C@@H]1C[C@H](N)[C@@H](O[C@H]2O[C@H](CN)[C@@H](O)[C@H](O)[C@H]2O)[C@H](O)[C@H]1O[C@H]1O[C@H](CO)[C@@H](O)[C@H](N)[C@H]1O
→ -9.9	5.3	7.7	7.9	-5.8	-7.2	1.6	-2.9	1.8	nt
24	CCOc1ccc(NC(=O)CN(C)C(=O)C2CCCO2)cc1OCC (centres undefined)
→ -8.8	-2.5	0.7	-3.9	16.9	-7.2	-0.4	3.5	0.4	-2.2
25	CC(N=Cc1cccc(O)c1O)c1ccccc1 (centres undefined)
→ -0.6	-1.6	0.3	-10.7	9.9	-10.1	-4.2	2.9	nt	nt
26	COc1ccc(OC)c(S(=O)(=O)Nc2ccccc2C(=O)O)c1
→ -4.8	nt	-1.0	-1.4	-4.1	-24.1	1.6	3.2	0.6	-3.6
27	Nc1nnc(CSCc2ccccc2Cl)s1
→ -3.9	nt	1.6	-11.7	-1.7	1.6	-3.7	-2.0	0.2	-0.5
28	COC(=O)c1c(C(=O)OC)c2ccncn2c1Cl
→ 9.2	6.8	1.5	-1.5	3.8	-21.0	-1.6	1.2	nt	0.3
29	COc1ccc(NC(=O)COC(=O)CN2C(=O)C3CCCCC3C2=O)cc1OC (centres undefined)
→ 5.3	nt	1.5	-5.2	-13.3	-21.9	5.2	3.2	-1.1	-0.8
30	OC(COC(c1ccccc1)c1ccccc1)CN1CCc2ccccc2C1 (centres undefined)
→ -2.1	-3.7	0.1	-11.0	2.9	-29.2	-1.2	-3.0	-4.5	46.1
31	CC1(C)Cc2cccc(OCC(=O)N3CCN(c4ccc(F)cc4)CC3)c2O1
→ -11.3	-7.8	0.1	-11.5	-33.5	45.9	1.8	4.0	-1.1	6.7
32	Cc1ccc(NS(=O)(=O)c2ccc3c(c2)NC(=O)CCS3)c(Cl)c1
→ -18.8	6.0	0.6	-8.0	-0.2	-4.4	3.2	0.7	-2.8	0.0
33	O=C(CNc1cccc2ccccc12)N/N=C/c1cccc(Oc2ccccc2)c1
→ -10.2	51.3	0.3	-3.5	-0.8	9.3	6.2	-3.2	nt	1.4
34	COc1ccc(-c2nn(CCC#N)cc2/C=N/O)cc1OC
→ -4.4	7.8	1.2	4.7	5.9	-2.8	-2.3	2.6	-1.1	-1.3
35	O=C(CCc1ccccc1)Nc1ncn[nH]1
→ -2.5	1.0	-0.4	3.3	-24.4	-1.0	-0.8	0.7	nt	-2.8
36	Nc1nc(SCC(=O)Nc2ccc(Br)cc2Br)n[nH]1
→ -13.5	14.6	1.1	-3.3	-0.6	8.2	0.2	3.4	-2.2	1.4
37	O=C(Nc1ccc(Cl)c(S(=O)(=O)N2CCOCC2)c1)c1cn2ccccc2n1
→ -7.9	7.2	1.1	-11.3	16.7	9.9	-6.6	1.5	-0.5	-2.5
38	Cc1ccc2nc(NC(=O)CCNS(=O)(=O)c3ccc(Br)s3)sc2c1
→ -8.2	12.4	1.2	-4.2	-1.3	-5.6	3.1	3.1	0.9	2.1
39	CCN(CC)CCn1c2c(c(SCC(=O)Nc3nc4ccccc4s3)nc1=O)CCCC2
→ -8.2	2.7	2.3	-9.0	-1.1	-7.3	0.4	-2.2	1.8	8.5
40	Cn1c(N)c(C(=O)COC(=O)c2ccc(C(F)(F)F)cc2)c(=O)n(C)c1=O
→ -9.8	10.6	0.2	-17.9	12.2	-1.7	-3.4	-3.1	-3.5	-3.1
41	O=C(c1ccc2c(c1)C(=O)N(Cc1ccco1)C2=O)N1CCOCC1
→ -14.2	-15.0	-0.6	0.0	2.3	-9.9	0.3	2.5	-2.5	-4.8
42	CC1CCCN(C(c2cccs2)c2nnnn2Cc2ccccc2)C1 (centres undefined)
→ -11.3	12.1	nt	-5.9	12.8	-16.0	-4.0	-2.3	nt	-1.9
43	C=CCNC(=O)Cn1c(=O)c2c(ncn2CCC(C)C)n(Cc2ccccc2)c1=O
→ -4.5	-0.9	0.6	-1.2	-5.8	-15.9	2.2	0.6	-0.7	5.0
44	O=C(Cn1cc(SCc2ccc(Cl)cc2)c2ccccc21)N1CCOCC1
→ 8.2	6.4	0.6	-7.1	-17.9	9.5	-3.0	-3.5	21.5	-0.9
45	OCCC1CN(Cc2cc3ccccc3o2)CCN1Cc1ccc(F)cc1 (centres undefined)
→ -12.5	-7.0	0.0	-1.4	13.1	17.4	-3.5	1.2	-1.9	-2.9
46	Cc1ccccc1OCCOC(=O)c1c(-c2ccccc2)noc1C
→ -8.4	-17.2	0.1	-2.1	14.1	23.8	-5.8	-0.8	-4.4	-3.7
47	CCOC(=O)CCc1cnccc1-c1cccc(OC)c1O
→ -12.3	-2.0	1.1	-6.3	-22.7	-34.5	-0.2	1.1	-3.1	nt
48	Cc1ccc(NS(=O)(=O)c2cc(C(=O)N(C)C)ccc2C)cc1C
→ 4.1	-9.4	6.3	-10.6	-0.5	17.2	0.2	2.8	-1.2	4.4
49	Cc1nnc(SCc2ccccc2)n(N)c1=O
→ -2.8	8.6	-0.1	0.3	-3.6	-13.2	2.1	7.7	nt	-1.9
50	Clc1ccc(-c2nnc3ccccn23)cc1
→ 1.6	-14.2	-0.3	-2.3	-12.1	4.8	-1.3	7.2	nt	-0.3
